ELG1 genotox – genotoxicity induction in ELG1-luciferase HEK293T cells | Potency, µM (doses to about 46 µM), inactives show at the top dose activity change, positive = activation, usual class: activators | HEK293T ELG1-luciferase reporter, luminescence, 16 h | 1.3% of 330,000 active; also: potency is read from the fitted curve at half-maximal effect; % of control where 0% means no effect; nearly all actives have a fitted effect of over 60% in size
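16 hr compound incubation (37 °C, 5% CO2) of HEK293T cells carrying luciferase-tagged ELG1; luciferase then measured by ONE-Glo luminescence after 30 min at RT.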
USP2a inh – blocks human ubiquitin-specific protease USP2a; 0.01% of 330,000 active; Potency, µM (top dose mostly 38.3 µM), for inactives: at the highest dose activity change, negative = inhibition, actives largely listed as inhibitors; USP2 core, Ub-CHOP2 coupled fluorogenic reporter, 485/531;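 also: potency is read from the fitted curve at half-maximal effect; plate controls were DMSO wells for no effect and full inhibition by NEM control for full effect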
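Deubiquitinase activity read as fluorescence (485/531 nm) after Ub-CHOP2 cleavage activates the enterokinase reporter on its substrate; USP2 core 10nM, Ub-CHOP2 and substrate 25nM each, 30min compound preincubation then 60min RT; data normalized to NEM, curves fitted.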
B2AR arrestin – agonists driving beta-arrestin recruitment to human beta2-adrenergic receptor. P07550. beta-arrestin recruitment to beta2AR, cell-based reporter. Potency, µM (top dose mostly 46.1 µM), without a hit: top-dose activation, hits mostly activators. 0.02% of 330,000 active;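 also: potency is read from the fitted curve at half-maximal effect; 0% = DMSO controls and full agonism = EC100 isoproterenol or metaproterenol; nearly all actives have a fitted effect of over 65% in size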
Target sequence (P07550 whole entry, looked up): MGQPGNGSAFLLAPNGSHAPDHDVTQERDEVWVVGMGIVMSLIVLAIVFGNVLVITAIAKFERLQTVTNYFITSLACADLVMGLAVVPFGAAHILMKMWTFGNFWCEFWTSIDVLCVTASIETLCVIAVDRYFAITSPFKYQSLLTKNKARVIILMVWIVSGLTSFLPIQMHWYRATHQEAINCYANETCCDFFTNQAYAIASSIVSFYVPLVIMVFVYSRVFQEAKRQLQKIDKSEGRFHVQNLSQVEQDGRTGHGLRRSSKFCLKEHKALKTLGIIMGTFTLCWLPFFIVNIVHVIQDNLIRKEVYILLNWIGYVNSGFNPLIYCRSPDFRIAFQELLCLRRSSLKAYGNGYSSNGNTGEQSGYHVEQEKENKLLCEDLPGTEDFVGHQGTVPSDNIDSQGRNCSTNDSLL
TRPV1 agonist – activates the human vanilloid receptor TRPV1; AID 540275; TRPV1-expressing cells, Fluo-8 calcium influx, agonist mode; activation, % at 8.33 µM; 0.19% of 320,000 active; Q8NER1; in the data active = activation above about 80%; inconclusive = between about 30% and that limit; also: 0% is about no effect
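TRPV1-expressing cells were cultured overnight at 35.5C and loaded with Fluo-8 calcium dye for 40 to 90 min at room temperature. After a 10 s baseline, compound was added and calcium influx was read kinetically for 3 min (ex 480/em 520 nm).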
uPA generation – inhibitors of cell surface uPA generation; AID 540303; 0.31% of 330,000 active; cell surface uPA generation assay, qHTS; Potency, µM (series often up to 38.3 µM), inactives show at the top dose activity change, negative = inhibition, most hits filed as inhibitors; active = well fitted inhibition curve with a large enough effect; inconclusive = small, poorly fitted or top-dose-only effect; inactive = no such curve, though single readings can be large or run the other way; tested in mouse RAW 264.7 cells; also: potency is read from the fitted curve at half-maximal effect; % is scaled to controls: 0 for no effect and ±100 for the full control effect; nearly all actives have a fitted effect of over 55% in size
Integrin act MD – activates integrin-mediated alleviation for muscular dystrophy; 0.064% of 350,000 active; alpha7betagal myoblasts, beta-gal FDG fluorescence, 48 h; Potency, µM (series often up to 38.3 µM), for the others: at the highest dose activation, actives largely listed as activators;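 also: potency is read from the fitted curve at half-maximal effect; 100% = response of the positive control SU9516; nearly all actives have a fitted effect of over 60% in size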
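Alpha7betagal+/- myoblasts (passage 13) were plated 16-24 hr, then exposed to compounds (1:260 dilution of DMSO stock) for 48 hours at 37C. After MPER lysis, β-galactosidase reporter activity was read as FDG fluorescence (ex 480/em 540) after 30 minutes.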
Eya2 phos inh – blocks the phosphatase activity of human Eya2; 0.006% of 330,000 active; O00167; recombinant Eya2, OMFP fluorescence dephosphorylation (OMFP is methylfluorescein phosphate); Potency, µM (highest dose often 76.9 µM), for inactives: at the highest dose activity, negative = inhibition, most hits filed as inhibitors; also: potency is read from the fitted curve at half-maximal effect; % is scaled to controls: 0 for no effect and ±100 for the full control effect
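Eya2 (0.2 uM) preincubated 10 min at ambient with compound, then OMFP substrate added at 50 uM; 10 min reaction in 50 mM HEPES pH 7.5, 50 mM NaCl, 5 uM MgCl2, 0.05% BSA, 1 mM DTT. Fluorescence read at Ex 485/Em 525 nm.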
p53 reactivation – mutant p53 re-activation in reporter cells; H1299 p53-A138V BP100-luciferase reporter, luminescence, 24 h; Potency, µM (top dose mostly 92.2 µM), inactives show at the top dose activity change, positive = activation, usual class: activators; 0.063% of 320,000 active; AID 504706; also: potency is read from the fitted curve at half-maximal effect; % of control where 0% means no effect; nearly all actives have a fitted effect of over 45% in size
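p53-null H1299 cells stably carrying temperature-sensitive p53-A138V and a BP100-luciferase reporter were pinned with compounds (4-point, 1:5 series) and held 24 hrs at 37 deg C. Luminescence was read 10 min after detection reagent.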
BRCA1 expr act – activators of BRCA1 expression. MCF7-BRCA1-FFLuc reporter, luminescence, 48 h; response scale: scaled: vehicle 0%, 10 µM genistein 100%. Potency, µM (highest dose often 46.1 µM), without a hit: top-dose activation, actives largely listed as activators. 1.1% of 380,000 active. AID 624202; also: potency is read from the fitted curve at half-maximal effect; nearly all actives have a fitted effect of over 80% in size; some results filed as inactive show a strong effect at the top dose
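48 h compound treatment of MCF7-BRCA1-FFLuc cells (phenol-red free MEM, 37 °C), then 15 min with luciferase substrate and luminescence imaging.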
TSG101-PTAP inh – blocks PTAP/TSG101 interaction to inhibit HIV-1 budding; Q99816; Fluorescence polarization, FITC-PTAP peptide / Tsg101 binding; Potency, µM (titrated, usually from 115 µM), without a hit: at the top dose activity change, negative = inhibition, actives largely listed as inhibitors; 340,000 tested, under 10 active; AID 493005; active = well fitted inhibition curve with a large enough effect in the main read-out, with a control signal flat, not every such curve was filed as active; inconclusive = small, poorly fitted or top-dose-only effect, or effect the other way, or a change in a side signal; inactive = no such curve, though single readings can be large or run the other way; also: potency is read from the fitted curve at half-maximal effect; % of control where 0% means no effect
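Compounds were pin-transferred onto Tsg101 binding domain (10 uM final) in HEPES pH 7.5 buffer, then FITC-PTAP peptide was added at 50 nM final. After 20 min at RT, polarization reported peptide displacement across a qHTS concentration series.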
ASM inhibitor – inhibitors of human secretory acid sphingomyelinase. P17405. placental ASM, HMU-PC fluorogenic substrate, 60 min. Potency, µM (titrated, usually from 57.5 µM), inactives show top-dose activity change, negative = inhibition, hits mostly inhibitors. 0.006% of 340,000 active. AID 504937; also: potency is read from the fitted curve at half-maximal effect
Target sequence (P17405 47-631 limits assumed): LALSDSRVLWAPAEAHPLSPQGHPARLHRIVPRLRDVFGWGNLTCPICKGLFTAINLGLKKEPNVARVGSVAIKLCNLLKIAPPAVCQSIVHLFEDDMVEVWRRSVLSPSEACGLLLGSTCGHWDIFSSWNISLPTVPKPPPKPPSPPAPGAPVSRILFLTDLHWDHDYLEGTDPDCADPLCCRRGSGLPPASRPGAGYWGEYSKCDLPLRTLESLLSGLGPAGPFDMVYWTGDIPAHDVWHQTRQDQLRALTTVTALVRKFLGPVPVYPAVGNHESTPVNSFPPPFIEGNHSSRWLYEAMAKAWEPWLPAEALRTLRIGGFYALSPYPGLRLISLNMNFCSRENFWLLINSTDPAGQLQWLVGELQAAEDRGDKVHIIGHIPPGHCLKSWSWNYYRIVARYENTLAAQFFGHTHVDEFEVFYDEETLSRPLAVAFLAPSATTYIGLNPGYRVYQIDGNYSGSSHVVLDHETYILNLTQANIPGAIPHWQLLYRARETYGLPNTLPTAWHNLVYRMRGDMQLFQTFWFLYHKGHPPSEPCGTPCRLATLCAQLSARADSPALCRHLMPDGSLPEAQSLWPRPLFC
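Human placenta-derived ASM preincubated with compound 10 min at room temperature, then reacted with 9 uM (final) fluorogenic HMU-PC substrate for 60 min at 37 C. Stop solution raises pH to 10; fluorescence read at Ex 386/Em 447 nm.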
The depositor's hits bear a star; u = inconclusive; x = not tested or not shown; & = joins results of further samples; [ ] = remark or other dose. Unless noted, calls follow the shape of the dose curve; as a rule, active = well fitted curve in the direction sought with a large enough effect; inconclusive = small, poorly fitted or top-dose-only effect, or another doubt; inactive = no such curve, though single readings can be large; an effect the other way counts as inactive or inconclusive.

SMILES	Integrin act MD	TSG101-PTAP inh	p53 reactivation	ASM inhibitor	Eya2 phos inh	BRCA1 expr act	ELG1 genotox	B2AR arrestin	USP2a inh	uPA generation	TRPV1 agonist
Cc1ccc(C(=O)N(Cc2nc(-c3ccc(C)cc3)no2)C(C)C)cc1	-3%	1%	-2%	-21%	4%	-44%	-8%	0.3%	1%	6%	8
O=C1[C@@H]2Cc3c([nH]c4ccccc34)C(c3cccc([N+](=O)[O-])c3)N2C(=O)CN1CCCO (stereo not given in full)	-40%	-2%	-3%	-1%	6%	0%	-2%	-0.4%	-1%	-12%	0
COC(=O)CN(C)C1CC(=O)N(c2ccc(Cl)cc2)C1=O (stereo not given)	21%	3%	-5%	3%	6%	11%	0%	-0.3%	0%	0%	-3
CC(C)NC(=O)Nc1cccc2c1O[C@@H](CN(C)S(=O)(=O)c1ccc(F)cc1)[C@@H](C)CN([C@H](C)CO)C2=O	-3%	-8%	-2%	15%	3%	0%	8%	0.2%	1%	u	x
CC(=O)C1=C(C)Nc2cc(C(F)(F)F)ccc2S1	21%	1%	13%	0%	-7%	-17%	0%	0.5%	4%	3%	3
Cc1c(NC(=O)c2ccc(NS(=O)(=O)c3cccc([N+](=O)[O-])c3)cc2)c(=O)n(-c2ccccc2)n1C	4%	-5%	x	3%	x	-14%	x	x	x	-1%	x
CC1CCCC(NC(=O)CNC(=S)N(Cc2ccccc2)Cc2cccs2)C1C (stereo not given)	37%	1%	6%	-3%	-19%	-47%	-8%	-0.3%	1%	32%[activator]	13
C=CCN1CC(C(=O)N2CCC(Cc3ccc(Cl)cc3)(C(=O)OCC)CC2)CC1=O (stereo not given)	0%	-4%	-3%	0%	-26%	-25%	-9%	-0.1%	2%	-7%	6
CCc1cc2cc(OC)ccc2nc1SCC(=O)NNC(=O)c1ccco1	8%	2%	3%	-4%	3%	1%	1%	0.0%	1%	1%	1
O=C(Nc1cccc(S(=O)(=O)NCc2ccco2)c1)c1ccc(Cl)cc1	-52%[inhibitor]	-2%	-2%	0%	4%	-17%	-1%	0.8%	0%	-5%	x
CC(=O)Cc1nsc(Nc2ccc(Cl)cc2)n1	-1%	-1%	0%	-1%	-1%	10µM*	u	-0.4%	6%	-1%	11
N#Cc1ccccc1S(=O)(=O)N1CCN(C(=O)Cc2coc3cc(O)ccc23)CC1	3%	-3%	4%	26%	3%	2%	1%	-0.2%	-1%	2%	2
CC(=O)Nc1ccc(-c2cn3ccsc3n2)cc1	-6%	-4%	u	2%	3%	u	5.8µM*	0.0%	1%	-1%	-3
O=C(CSc1nc2ccccc2o1)N1CCN(c2ccccc2)CC1	-8%	-3%	x	-7%	x	-2%	x	x	x	1%	-1
O=C(Cc1cn2ccsc2n1)Nc1nc2c(s1)CN(Cc1ccccc1)CC2	-18%	-2%	-3%	67%[activator]	3%[15.4 µM]	-18%	-2%	0.2%	0%	-3%	-3
CCOc1cc(C2Nc3ccccc3C(=O)N2c2ccccc2)ccc1O (stereo not given)	18%	-7%	20%	36%[activator]	-10%	97%	11%	0.2%	1%	-12%	x
CC(=O)c1sc(N/N=C\c2c(O)ccc3ccccc23)nc1C	-2%	10%	x	-7%	x	-33%	x	x	x	-7%	x
O=C(O)c1ccc(Nc2nc(-c3ccccc3)nc3ccccc23)cc1	-6%	-7%	0%	1%	-6%	-9%	-6%	0.1%	-2%	7%	1
Cc1ccc(C)c(OCCC(=O)OCC(=O)NC(=O)NC2CCCC2)c1	17%	0%	0%	0%	3%	-25%	2%	-0.2%	-2%	12%	24
O=C(N/N=C/c1ccncc1)c1ccccc1[N+](=O)[O-]	16%	-2%	-1%	-1%	8%	0%	11%	-0.3%	-1%	-4%	-6
C=CCNC(=O)CN1CCC(n2c(C)nc3cc(C(F)(F)F)ccc32)CC1	8%	-3%	-6%	-1%	-3%	4%	-2%	0.2%	1%	-4%	2
CC(=O)Oc1ccc2c(c1)OC(c1ccccc1)CC21CC(C)(C)NC(=S)N1 (stereo not given)	-7%	0%	-20%	-1%	0%	-5%	-1%	-0.6%	3%	-5%	u
O=C(N/N=C/c1c[nH]c2ccccc12)c1cccc(O)c1	35%	-1%	11%	1%	-23%	13µM*	17%	0.0%	2%	-21%	-4
CC1CN(S(=O)(=O)c2cccc(C(F)(F)F)c2)C(C)N1C(=O)N1CCOCC1 (stereo not given)	6%	0%	2%	2%	-1%	-12%	3%	-0.1%	-4%	0%	-3
C[C@@H](NC(=O)/C(C#N)=C/c1ccc(O)c(O)c1)c1ccccc1	x	-1%	-4%	-6%	7%&5%	-8%&-36%	-17%	0.0%	0%	u	-1
CC1(C)C=Cc2cc(-c3coc4cc(O)cc(O)c4c3=O)cc(O)c2O1	6%	-1%	x	-3%	x	76%	x	x	x	0%	x
CC(=O)c1ccc(NC(=O)CSc2nnc(C3CC3)n2C2CC2)cc1	u	3%	-5%	-3%	0%	-2%	9%	0.1%	0%	0%	x
CCCCCCCCCCCCCCCC(=O)NCCO	x	1%	-2%	-2%	1%&9%	5%	-8%	0.0%	3%	-12%	-1
Cc1ccc(C(C)C)c(OCC(O)CNC2CCCC2)c1 (stereo not given)	-60%[inhibitor]	0%	2%	0%	11%	-37%	1%	-0.2%	0%	u	3
NC(=O)c1ncn([C@@H]2O[C@H](CNCc3ccc(OCC(=O)Nc4ccccn4)cc3)[C@@H](O)[C@H]2O)n1	-8%	-4%	x	2%	x	8%	x	x	x	-6%	x

(cont.)
SMILES	Integrin act MD	TSG101-PTAP inh	p53 reactivation	ASM inhibitor	Eya2 phos inh	BRCA1 expr act	ELG1 genotox	B2AR arrestin	USP2a inh	uPA generation	TRPV1 agonist
O=C(CN1C(=O)C2CCCCC2C1=O)Nc1nc(-c2ccccn2)cs1 (stereo not given)	-13%	-2%	15%	2%	6%	-48%	10%	-0.2%	-3%	-7%	2
O=C(NCc1ccco1)Nc1cccs1	-7%	-6%	-1%	2%	10%	-6%	2%	-0.5%	0%	-2%	9
CC(C)(CCC(=S)N1CCOCC1)c1ccccc1	-25%	-1%	x	0%	x	11%	x	x	x	3%	x
Cn1c(=O)c2[nH]c(N3CCN(c4ccccn4)CC3)nc2n(C)c1=O	x	x	0%	x	-7%	x	-2%	-1.0%	2%	x	-6
Cc1[nH]c2ccc(C(=O)NCCN3CCOCC3)cc2c1C	11%	-1%	2%	5%	2%	2%	6%	3.3%	2%	-8%	-6
Cc1ccc(CNn2cn[nH]c2=S)cc1	-6%	1%	x	1%	x	27%	x	x	x	-3%	x
Cc1csc(NC(=O)CSc2nncn2C)n1	9%	0%	7%	5%	13%	15%	1%	0.4%	0%	-10%	1
O=[N+]([O-])c1cc(-c2nnc(Nc3ccc(O)cc3)c3ccccc23)ccc1N1CCOCC1	-13%	-5%	-19%	-12%	5%	-79%	-12%	0.2%	2%	2%	u
CCCCc1ncc(CN2CCC(n3nccc3NC(=O)C(OC)c3ccccc3)CC2)[nH]1 (stereo not given)	u	0%	13%	2%	10%	2%	-2%	3.5%	1%	-8%	1
Cc1ccccc1CN1CCC(CNC(=O)C2CCCN(c3ncnc4c3nc3n4CCCCC3)C2)CC1 (stereo not given)	0%	-1%	-1%	2%	3%	2%	-6%	-0.8%	1%	-7%	0
CC(C)NC(=O)c1nn(C)c2ccccc12	19%	2%	2%	3%	-11%	10%	-2%	-0.8%	-1%	7%	2
CSc1ccccc1NC(=O)Nc1cccc(F)c1	12%	-1%	7%	0%	2%	58%	1%	-0.5%	0%	4%	22
CC(C)N1CCN(Cc2ccc3c(c2)Cc2ccccc2-3)CC1CCO (stereo not given)	-57%[inhibitor]	-9%	-4%	-7%	7%	-30%	-9%	-0.2%	1%	-4%	-2
COc1cc(Nc2c3c(nc4ccccc24)CCCC3)cc(OC)c1OC	20%	0%	-1%	-1%	-3%	-61%	u	0.1%	-7%	-8%	4
CCN(C[C@H]1N[C@@](CC)(C(=O)OC)[C@H]2C(=O)N(C)C(=O)[C@@H]12)C(=O)NC(C)C	8%	-5%	-5%	5%	4%	10%	3%	-0.5%	-2%	18%	x
CC1CC(=O)NN=C1c1ccc(N(C)C)c([N+](=O)[O-])c1 (stereo not given)	10%[7.66 µM]	-3%	11%	-2%	-17%	5%	17%	0.4%	1%	x	-3
c1ccc2[nH]c(NN=C3CCCCCC3)nc2c1	-13%	-1%	3%	-1%	3%	u	u	u	1%	-1%	8

Screening results from PubChem BioAssay.

Hits appear at their usual frequency; about 2.6% have a hit in one of these screens.
